SMARCA2 activ: SMARCA2 (BRM) function activators, primary screen, cell-based, luminescence, high throughput | MG213 cells, MMTV-luciferase reporter, dexamethasone, overnight | activation, % at 9.1 µM | hit rate 1% among 370,000 | AID 652017, 2013; in the data active means activation above about 7.8%;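 further: 0% = vehicle wells and 100% = reference activator wells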
NR1D1 modulator: modulators of Rev-erb alpha DNA binding, primary screen, biochemical, FITC-DNA, fluorescence polarization, uHTS; Nuclear receptor subfamily 1 group D member 1 (Homo sapiens), P20393; Rev-erbα–FITC-DNA binding, 90 min; activity, % at 10 µM; hit rate 0.79% among 370,000;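 active means activity above about 14%, limit read from the data; passing the limit was not always enough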;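 further: 0% = DMSO wells with 35 nM protein and 100% = DMSO wells with 750 nM protein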
ssDAF12 agonist: S. stercoralis DAF-12 nuclear receptor activators, primary screen, cell-based, luminescence, HEK293, GRIP1 co-expression, lit1-tk-luc; Nuclear hormone receptor DAF-12 (Strongyloides stercoralis); HEK293 ssDAF-12/GRIP1 lit1-tk-luc reporter; % of 3 µM dafachronic acid response; activation, % at 6.8 µM; hit rate 1% among 370,000; AID 652126, 2013;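 active means activation above the mean over all tested compounds plus 3 SD, cut at about 0.9% in these data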;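 further: 0% = DMSO-only wells and 100% = 3 µM delta7-dafachronic acid wells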
PG9 Ab binder: binders of HIV-1 gp120 antibody PG9, primary screen, biochemical, TR-FRET. HIV-1 gp120 / PG9 antibody interaction. TR-FRET gp120-PG9 antibody binding. inhibition, % at 6.7 µM. hit rate 0.43% among 360,000. AID 624416, 2012; in the data active means inhibition above about 8.5%
hgDAF12 agonist: H. glycines DAF-12 receptor agonists, primary screen, cell-based, luminescence, HEK293, GAL4 fusion, UAS-luciferase. AID 687014, 2013. Nuclear hormone receptor DAF-12 (Heterodera glycines), GAL4 fusion. activation, % at 6.8 µM. HEK293 GAL4-hgDAF12 UAS-luciferase reporter, agonist luminescence; normalized to butyrate control. hit rate 1.8% among 370,000;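 active means activation above a cutoff set at the mean of all screened compounds plus 3 SD, cut at about 10% in these data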;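 further: 0% = DMSO wells and 100% = sodium butyrate wells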
GAA850 FXN act: FXN promoter activators, primary screen, cell-based, luciferase luminescence, HEK293 lucGAA850; HEK293 lucGAA850 FXN promoter luciferase reporter, 24 h; percent of 10 µM SAHA response; activation, % at 6 µM; hit rate 0.56% among 360,000; AID 540364, 2011;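 active means activation above the average of all compounds screened plus 3 SD, cutoff fixed separately per campaign, cut at about 7.5% in these data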;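 further: 0% = DMSO wells and 100% = 10 µM SAHA wells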
HGIII-sPLA2 inh: human group III sPLA2 inhibitors, primary screen, biochemical, QFRET, BODIPY PC-A2 liposome substrate; Group 3 secretory phospholipase A2 (Homo sapiens), Q9NZ20; QFRET BODIPY PC-A2 liposome hydrolysis, fluorescence; inhibition, % at 12.2 µM; hit rate 0.56% among 370,000;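 active means inhibition above mean plus 3 SD of compounds lying within the high and low control bounds, cut at about 19% in these data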;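 further: 0% = median of test compound wells and 100% = no enzyme DMSO wells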
PLC-beta3 inh: human PLC-beta3 inhibitors, primary screen, biochemical, fluorescence; 1-phosphatidylinositol 4,5-bisphosphate phosphodiesterase beta-3 (Homo sapiens), Q01970; Purified PLC-beta3, fluorogenic substrate; inhibition, % at 12.2 µM; hit rate 0.18% among 370,000; AID 720704, 2013; in the data active means inhibition above about 11%;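 further: 0% = median of compound wells on plate and 100% = full blocker control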
Target sequence (Q01970 whole entry, looked up): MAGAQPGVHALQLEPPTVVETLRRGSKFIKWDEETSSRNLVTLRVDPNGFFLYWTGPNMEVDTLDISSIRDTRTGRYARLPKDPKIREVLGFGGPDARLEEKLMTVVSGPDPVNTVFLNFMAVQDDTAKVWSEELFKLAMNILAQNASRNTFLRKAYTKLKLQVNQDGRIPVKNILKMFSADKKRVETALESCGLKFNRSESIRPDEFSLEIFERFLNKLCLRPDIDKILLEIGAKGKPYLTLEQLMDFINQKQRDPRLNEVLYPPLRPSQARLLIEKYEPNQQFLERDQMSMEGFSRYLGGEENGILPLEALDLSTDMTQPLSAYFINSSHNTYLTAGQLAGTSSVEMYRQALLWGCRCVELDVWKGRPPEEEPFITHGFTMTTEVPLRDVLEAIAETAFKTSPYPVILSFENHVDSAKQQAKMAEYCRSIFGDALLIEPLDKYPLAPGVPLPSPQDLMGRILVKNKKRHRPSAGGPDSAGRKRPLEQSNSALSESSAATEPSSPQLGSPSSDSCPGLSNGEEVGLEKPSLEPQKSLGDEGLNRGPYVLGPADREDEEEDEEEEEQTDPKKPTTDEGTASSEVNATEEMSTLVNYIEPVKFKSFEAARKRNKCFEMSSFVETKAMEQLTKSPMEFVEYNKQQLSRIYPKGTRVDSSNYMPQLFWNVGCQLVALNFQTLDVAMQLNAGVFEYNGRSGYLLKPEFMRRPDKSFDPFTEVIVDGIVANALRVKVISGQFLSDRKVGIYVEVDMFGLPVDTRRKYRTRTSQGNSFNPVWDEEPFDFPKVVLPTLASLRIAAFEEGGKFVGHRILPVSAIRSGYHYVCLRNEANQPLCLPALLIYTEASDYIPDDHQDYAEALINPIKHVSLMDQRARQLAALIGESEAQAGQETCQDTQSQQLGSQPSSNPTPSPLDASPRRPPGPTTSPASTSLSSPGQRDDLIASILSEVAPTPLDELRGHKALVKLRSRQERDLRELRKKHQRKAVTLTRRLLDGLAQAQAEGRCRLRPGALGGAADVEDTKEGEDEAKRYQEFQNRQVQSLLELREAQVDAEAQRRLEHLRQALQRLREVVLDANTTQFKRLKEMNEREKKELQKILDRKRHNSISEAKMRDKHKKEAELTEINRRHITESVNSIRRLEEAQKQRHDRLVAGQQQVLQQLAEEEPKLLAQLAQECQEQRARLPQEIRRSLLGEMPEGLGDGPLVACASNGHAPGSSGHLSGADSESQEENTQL
DAX1 inh-1: DAX1 (NR0B1) inhibitors on StAR promoter, primary screen, cell-based, luminescence, SF-1 (NR5A1), full-length DAX-1; AID 652010, 2013; HEK293T StAR-luciferase reporter, SF-1/DAX-1 repression relief; inhibition, % at 6.8 µM; hit rate 1.1% among 370,000;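 active means inhibition above the mean over all tested compounds plus 3 SD, cut at about 3.6% in these data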;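 further: 0% = DAX-1 cells with DMSO and 100% = cells lacking DAX-1 with DMSO; higher inhibition means more luminescence from relief of DAX-1 repression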
hcDAF12 agonist: H. contortus DAF-12 nuclear receptor activators, primary screen, cell-based, luminescence, HEK293, lit1-tk-luc reporter; HEK293 hcDAF-12 lit1-tk-luc reporter; 0% DMSO, 100% Δ7-dafachronic acid; activation, % at 6.8 µM; hit rate 1.4% among 370,000;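 active means activation above the mean of all tested compounds plus 3 SD, cut at about 5.5% in these data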;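 further: 100% = response to 3 µM Δ7-dafachronic acid high control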
DAX1 inh-2: DAX1 (NR0B1) inhibitors, primary screen, cell-based, HEK293, Gal4-DAX1, luciferase luminescence; HEK293 Gal4-DAX1 luciferase reporter; inhibition, % at 6.75 µM; hit rate 0.99% among 340,000; AID 504766, 2011;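 active means inhibition above the mean over all tested compounds plus 3 SD, cut at about 4.2% in these data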;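 further: 0% = DAX1-transfected cells with DMSO and 100% = empty-vector control cells with DMSO; inhibition shows as a rise in luminescence from relieved DAX1 repression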
* marks the source's active call; other numbers are inactive results; i = inactive; . = not tested or not shown; & = joins results of further samples. Outcome played no part in choosing rows; any-hit rate near 7%.

Order of results: SMARCA2 activ, NR1D1 modulator, ssDAF12 agonist, PG9 Ab binder, hgDAF12 agonist, GAA850 FXN act, HGIII-sPLA2 inh, PLC-beta3 inh, DAX1 inh-1, hcDAF12 agonist, DAX1 inh-2
- COc1cccc(-n2nnc3c(=O)n(CC(=O)NCC4CCCO4)cnc32)c1 (stereo unspecified)
 : 0, -10, -1.2, 0.2, 2.1, -0.1, 6, -3, -1.1, -0.3, -0.6
- COc1ccccc1C(=O)C1CCCN(Cc2ccc(Oc3ncccn3)cc2)C1 (stereo unspecified)
 : -2, 0, -0.8, -0.6, -2.5, 1.4, 3, -8, -0.2, 0.6, -0.6
- Cc1cccc(CNc2ncnc3ccc(-c4ccoc4)cc23)c1
 : -3, -6, -1.0, -1.8, 1.6, -4.6, 2, -14, 0.1, -1.5, 0.7
- CCOC(=O)C(Sc1nnc(-c2ccncc2)o1)C(C)=O (stereo unspecified)
 : -2, -5, -1.5, 1.1, -0.3, -2.2, 3, 5, -0.4, -0.2, -0.2
- CC(=O)Nc1ccc(S(=O)(=O)NCCCN2CCN(Cc3ccccc3)CC2)cc1Cl
 : 2, -1, -1.3, -1.6, -0.1, -0.1, 1, 0, -0.2, -1.4, 1.0
- CCCN1CCN(CCCNC(=O)c2cc3c(=O)[nH]c4ccc(C)cc4c3s2)CC1
 : -1, 3, -0.2, 0.2, -0.5, 0.0, -10, -207, 1.7, -0.6, 6.4*
- COc1cccc(NC(=O)N2CCCC2C(=O)NC23CC4CC(CC(C4)C2)C3)c1 (stereo unspecified)
 : -2, 1, -0.8, -1.5, 0.0, 1.6, -4, -7, -0.3, -0.2, -1.2
- O=C(Nc1ccc(F)cc1)c1nc[nH]c1C(=O)Nc1ccc([N+](=O)[O-])cc1
 : 1, -5, -1.4, -1.6, 0.8, 0.5, -5, 3, -0.5, 0.3, -0.1
- O=C(c1ccc(S(=O)(=O)N2CCCCCC2)cc1)N1CCN(c2ccccc2F)CC1
 : -3, -1, -1.5, -1.6, 0.3, -0.2, 4, -1, -1.8, 0.7, 0.6
- O=C(Nc1ccc(Cl)cc1)C1C2CCCCC21 (stereo unspecified)
 : 2, 1, 1.2*, 0.0, 12*, 2.9, 1, -3, 1.5, 3.0, 0.8
- COc1ccc(-c2ncn(CCc3ccccc3OC)c2C(C)C)cc1
 : -5, 5, -1.5, 1.5, -3.6, ., -2, -1, -1.2, -3.6, .
- CC(Oc1ccccc1)C(=O)Nc1nnc(C2CCCCC2)s1 (stereo unspecified)
 : 6, -1, -0.8, 0.2, 3.8, 3.4, 3, -2, -0.1, 1.4, -0.2
- O=S(=O)(c1ccc(-c2ccon2)s1)N1CCCC1
 : -1, -8, -1.2, 1.1, -2.0, -0.4, 0, -8, -0.3, -1.4, 0.8
- Nc1nc(N)c2nc(-c3ccccc3)c(N)nc2n1
 : 5, -7&1, -1.0, 3.9, 6.1, 3.3, 2, i, 2.6, -1.2, 2.3
- O=C(CCCc1ccccc1)Nc1nncs1
 : -1, -2, -1.0, 0.5, 0.3, -1.9, -3, 4, -0.5, -0.4, -0.8
- O=c1[nH]cnc2c1ncn2Cc1ccc([N+](=O)[O-])cc1
 : 0, 7, -1.4, -2.5, -0.7, 3.3, 1, -2, -0.7, -3.0, 1.1
- Cc1ccc(C)c(SCC(=O)N(C)C2CCS(=O)(=O)C2)c1 (stereo unspecified)
 : -2, -5, -1.0, 1.5, 0.0, 0.7, 7, -7, -0.1, -0.4, 0.4
- O=c1oc2ccccc2c(Nc2cccc(O)c2)c1[N+](=O)[O-]
 : -2, -11, -1.0, 1.0, 0.2, 0.7, -12, 0, -1.1, -1.6, -1.3
- CCOC(=O)[C@@H]1[C@H]2COc3ccccc3[C@H]2N2C(=O)N(c3cccc(C)c3)C(=O)[C@]12C
 : 0, 3, -1.3, -1.6, 0.1, 2.2, -1, 1, 1.0, 0.1, 0.0
- COC(=O)C1CCCN1C(=O)c1cccs1 (stereo unspecified)
 : 2, 1, -1.6, -3.5, 1.8, 1.6, 4, 6, 0.4, -0.6, 0.6
- CCOc1ccc(NC(=O)CN(C)C(=O)c2ccccc2SCc2c(C)noc2C)cc1OCC
 : 0, 3, -0.6, -0.9, 1.1, -1.5, -3, -4, 0.3, 0.2, -0.4
- Cc1cccc(-n2ncc3c(NNC(=O)c4ccco4)ncnc32)c1
 : -1, 2, -0.3, -0.6, 1.1, -0.5, 4, -10, 0.5, 0.6, 0.3
- CC(/C=N/Nc1nncc(=O)[nH]1)=C\c1ccccc1
 : -2, 1, -1.3, -4.8, 2.9, 0.4, 5, -1, 0.1, -1.5, 0.4
- COc1ccc(-c2cc(C(=O)NN3CCOCC3)c3ccccc3n2)cc1OC
 : -2, 1, -1.0, -2.3, -0.7, 3.0, 8, -102, -1.2, 2.2, 0.2
- CC1(C)CC(=O)C(N=Nc2ccc(S(=O)(=O)N3CCCCCC3)cc2)=C(O)C1
 : 4, -4, -1.7, -2.2, -1.7, -1.3, -6, 3, -0.6, -1.5, -1.0
- NS(=O)(=O)c1ccc(NCc2cnc3ccccc3n2)cc1
 : 0, 4, -0.2, 1.6, 8.4, 0.9, -1, -8, 1.8, 1.8, 3.5
- O=C(Nc1cccnc1)c1cc2nc(C3CC3)cc(C(F)(F)F)n2n1
 : 2, -1, -1.0, -1.6, -1.2, 3.1, -2, -46, -0.1, 0.0, -0.4
- O=C(NCc1ccc(F)cc1)c1cccnc1C(=O)O
 : -4, 4, -1.2, -1.8, 3.1, -1.8, 5, -3, -0.3, 1.7, 0.1
- CCC(C)N(C(=O)Cn1nnc(-c2ccc(F)cc2)n1)C1CCS(=O)(=O)C1 (stereo unspecified)
 : 1, 3, -1.1, 1.4, 0.2, -0.7, -7, -5, 0.6, -0.5, 2.5
- COc1ccc(-c2cc(NC=O)c3ncc(-c4cccc(C(=O)NCCN(C)C)c4)n3c2)cc1
 : 8.0*, 5, -0.6, -2.0, 1.6, -2.4, -4, -55, -1.0, -1.0, .

Next part, starting with the last three of the part before.
Order of results: SMARCA2 activ, NR1D1 modulator, ssDAF12 agonist, PG9 Ab binder, hgDAF12 agonist, GAA850 FXN act, HGIII-sPLA2 inh, PLC-beta3 inh, DAX1 inh-1, hcDAF12 agonist, DAX1 inh-2
- O=C(NCc1ccc(F)cc1)c1cccnc1C(=O)O
 : -4, 4, -1.2, -1.8, 3.1, -1.8, 5, -3, -0.3, 1.7, 0.1
- CCC(C)N(C(=O)Cn1nnc(-c2ccc(F)cc2)n1)C1CCS(=O)(=O)C1 (stereo unspecified)
 : 1, 3, -1.1, 1.4, 0.2, -0.7, -7, -5, 0.6, -0.5, 2.5
- COc1ccc(-c2cc(NC=O)c3ncc(-c4cccc(C(=O)NCCN(C)C)c4)n3c2)cc1
 : 8.0*, 5, -0.6, -2.0, 1.6, -2.4, -4, -55, -1.0, -1.0, .
- O=c1cc(-c2ccccc2)oc2cc(O)c(O)c(O)c12
 : 8.3*, -12, -1.4, -2.1, 10, 2.0, 6, -9, 5.5*, 3.5, 1.9
- Cc1nnc(NC(=O)C(C)Sc2nnc(-c3ccco3)n2C(C)C)s1 (stereo unspecified)
 : -1, -1, -0.8, -2.0, 0.6, -0.3, 0, -6, -0.1, -1.8, 0.0
- Cn1c(C(=O)NCc2cccs2)cc2oc3ccccc3c21
 : 3, 1, -1.6, -0.8, 0.3, -2.6, -16, -2, 1.2, -1.9, -1.8
- COc1ccc(N2CCN(C(CNC(=O)C(=O)NCc3cccnc3)c3ccco3)CC2)cc1 (stereo unspecified)
 : -5, -3, -1.7, -0.6, -5.0, -0.2, 3, -5, -0.6, -1.5, 0.1
- C[C@H]1CN([C@@H](C)CO)C(=O)CCCn2nncc2CO[C@H]1CN(C)S(=O)(=O)c1cccs1
 : -7, 0, -1.7, 0.3, 3.4, -1.9, 13, 2, -0.4, -1.1, -0.5
- CC(C)(C)C(=O)NC1CCCCN(Cc2cccc(Cl)c2)C1=O (stereo unspecified)
 : -3, 9, -1.3, ., -4.2, ., 4, -4, -3.0, -2.7, .
- C=CCn1c(SCC(=O)N(CC)CC)nc(O)cc1=O
 : -3, -4, -0.8, 0.4, 0.0, 1.6, 4, 1, -0.2, 0.7, 0.3
- NC(=O)C[N+]1(CC#CC(O)(c2ccccc2)c2ccccc2)CCCC1
 : -4, -1, -0.1, -1.2, 0.0, 0.0, 0, 5, 0.6, 1.7, 0.3
- Cc1cc(C)cc(NC(=O)CSc2nnc(CNC(=O)c3cccs3)o2)c1
 : -3, 0, -1.4, -0.7, 0.8, 0.1, -8, 4, -0.7, 1.4, 0.7
- COc1ccc(OC)c(S(=O)(=O)NCc2cn3ccsc3n2)c1
 : 0, 1, -1.2, 0.2, -3.1, 1.3, 9, 2, 0.0, -0.6, -0.9
- O=C(Nc1nccs1)C1CCN(S(=O)(=O)c2c(Cl)cccc2Cl)CC1
 : 2, -5, -1.2, -0.3, 0.5, -0.7, -14, 1, -1.1, -1.9, -0.4
- O=C(/C=C/c1cccc(F)c1)Nc1nccs1
 : 5, 7, 0.4, -1.6, 15*, 0.7, -4, 0, 3.0, 5.0, 2.2
- COc1ccc(CN(C2CCCC2)S(=O)(=O)c2ccc(-n3cnnn3)cc2)cc1
 : -1, 4, -1.2, 0.0, -2.7, 1.0, -18, -6, -0.8, -3.2, -0.3
- Cc1ccc(C)c2sc(NC(=O)CN3C(=O)CCC3=O)nc12
 : 1, 1, -0.8, -0.9, 1.8, 2.1, -6, -41, -0.9, 2.0, 0.6
- CC1CC(C)CN(S(=O)(=O)c2ccc(C(=O)Nc3sccc3C(N)=O)cc2)C1 (stereo unspecified)
 : -1, 12, -1.7, 1.0, -3.0, -0.7, -2, -18, -1.6, -3.3, 0.4
- OCCNC(=S)NCc1ccccc1
 : -2, 3, -1.8, -1.7, -1.1, -0.7, -6, -4, 0.2, 0.0, .
- CCOC(=O)CN(c1sc(C)c(C)c1C(=O)OCC)S(=O)(=O)c1ccc(C)cc1
 : 5, -4, -1.6, -2.0, -3.2, -0.5, -5, 3, -1.2, -2.0, -0.2
- COc1ccccc1CNCC(c1ccccc1)c1ccccc1
 : -2, -2, -1.6, 0.3, 0.0, -1.3, -13, -1, 0.2, -2.2, 0.1
- O=C(CN1CCOCC1)N1CCN(c2nnc(-c3ccccc3)c3ccccc23)CC1
 : -2, -9, -1.0, -0.9, -0.9, -3.0, -4, 0, -0.5, -2.2, -0.2
